Screening results deposited in PubChem BioAssay by several laboratories.
p97 inhibitor: inhibitors of human p97 ATPase; P55072; inhibition, % at 8 µM; recombinant p97 ATPase, Kinase-Glo ATP luminescence, 3 h; 220,000 tested, 0.42% active; in the data active = inhibition above about 15%;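 also: 0% = DMSO vehicle and 100% = wells lacking enzyme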
Runt-SMMHC FRET: Runt domain-CBFb-SMMHC interaction inhibition; 220,000 tested, 0.74% active; inhibition, % at 20 µM; Q01196+Q13951; Cerulean-Runt/Venus-CBFb-SMMHC FRET ratio 530/480, 1 h;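 active = mean inhibition across duplicate retests at 20 µM reaching about 50%, limit read from the data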;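 also: 0% = DMSO wells and 100% = wells with excess untagged CBFb-SMMHC; inhibitors lower the FRET ratio by blocking Runt binding to CBFb-SMMHC; some results filed as inactive read as strong as hits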
Target sequence (Q01196 whole entry, looked up, the tested form may be a part): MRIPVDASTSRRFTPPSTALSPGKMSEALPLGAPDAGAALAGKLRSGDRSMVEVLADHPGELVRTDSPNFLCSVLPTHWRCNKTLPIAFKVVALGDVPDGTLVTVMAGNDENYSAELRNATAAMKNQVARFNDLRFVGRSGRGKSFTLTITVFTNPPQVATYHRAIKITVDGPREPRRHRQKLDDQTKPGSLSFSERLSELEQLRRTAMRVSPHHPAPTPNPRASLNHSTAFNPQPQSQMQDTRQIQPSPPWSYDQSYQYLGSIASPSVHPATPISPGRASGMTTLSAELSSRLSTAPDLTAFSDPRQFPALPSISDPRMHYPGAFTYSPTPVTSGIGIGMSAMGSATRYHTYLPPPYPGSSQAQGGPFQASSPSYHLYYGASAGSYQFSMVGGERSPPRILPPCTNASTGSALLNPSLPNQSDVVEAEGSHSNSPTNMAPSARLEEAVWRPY
Target sequence (Q13951 whole entry, looked up, the tested form may be a part): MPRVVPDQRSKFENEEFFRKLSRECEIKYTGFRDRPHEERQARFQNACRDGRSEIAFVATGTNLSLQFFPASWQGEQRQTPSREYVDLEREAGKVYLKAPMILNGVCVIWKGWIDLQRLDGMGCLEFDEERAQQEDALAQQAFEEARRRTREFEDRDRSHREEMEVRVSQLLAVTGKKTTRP
RBBP9 inhibitor: inhibitors of human serine hydrolase RBBP9; inhibition, % at 7.94 µM; O75884; AID 1515; recombinant RBBP9, FP-Rh probe fluorescence polarization; 220,000 tested, 0.2% active;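 active = inhibition above the campaign mean of all tested compounds plus 3 SD, cut at about 14% in these data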;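 also: plate controls were DMSO wells with RBBP9 for no effect and wells lacking RBBP9 protein for full effect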
Target sequence (O75884 whole entry, looked up): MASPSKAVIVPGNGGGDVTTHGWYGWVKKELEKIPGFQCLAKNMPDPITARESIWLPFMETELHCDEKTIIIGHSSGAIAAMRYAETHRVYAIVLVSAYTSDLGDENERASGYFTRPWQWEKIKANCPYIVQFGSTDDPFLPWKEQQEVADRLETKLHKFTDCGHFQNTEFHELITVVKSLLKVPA
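Test system: recombinant human RBBP9; Timing: 30 min then 45 min, 25 °C; Detection: fluorescence polarization; Control set: RBBP9 with DMSO as uninhibited control, no-protein wells as full inhibition; Compound dosing: one concentration, 7.94 µM nominal, 0.794% DMSO; Probe or stimulus: FP-Rh activity-based probe, 375 nM before mixing.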
MDM2 E3 inh: Mdm2 E3 ligase (human) inhibition; Q00987; AID 1230; signal enhancement, % at 5 µM; cell-based MDM2 ubiquitination luciferase reporter, 2 h; 0 = plate control, 100 = twice control, blank-subtracted; 210,000 tested, 0.11% active;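 active = signal enhancement of 30% or more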;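 also: luminescence tracks abundance of the self-degrading MDM2-luciferase fusion protein; higher signal means inhibition of MDM2 E3 ligase activity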
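Assay system: stable mammalian line carrying autodegrading MDM2–luciferase fusion reporter; Input: 2000 cells in each well; Compound dosing: single-point 5 µM; Schedule: 2 h compound exposure at 37 °C; Signal: SteadyLite luciferase luminescence after 15 min room-temperature reagent incubation; Evaluation: % luminescence enhancement versus blank-corrected plate control mean; Benchmarks: plate controls and plate blanks.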
NPY2 pot ag: human NPY-Y2 potentiation or agonism, primary screen; activation, % at 3.6 µM; AID 1359; cells expressing NPY-Y2, potentiator/agonist read-out; 220,000 tested, 0.45% active; in the data active = activation above about 27%;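 also: cells stimulated with NPY near EC25 plus isoproterenol at EC100; 0% = vehicle plus submaximal agonist and 100% = vehicle plus saturating agonist; some results beyond the cut were filed as inactive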
NPY-Y1 PAM-ag: human NPY-Y1 potentiation or agonism, primary screen; P25929; NPY-Y1 expressing cells, potentiator/agonist activation; activation, % at 3.6 µM; 220,000 tested, 0.37% active; AID 1304; in the data active = activation above about 33%, passing the limit was not always enough;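 also: cells stimulated with NPY at EC10 then isoproterenol at EC100; 0% = low agonist plus stimulus and 100% = saturating agonist plus stimulus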
NPY Y1 blocker: NPY-Y1 (human) receptor antagonism; P25929; HEK293-CNG Y1 cells, membrane potential fluorescence; NPY at EC95, then isoproterenol; inhibition, % at 3.6 µM; 200,000 tested, 1% active; AID 1040;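 active = inhibition above the campaign mean inhibition of all tested compounds plus 3 SD, cut at about 20% in these data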;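 also: 0% = DMSO wells given NPY plus isoproterenol and 100% = isoproterenol alone without NPY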
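Material: HEK293 Y1/CNG channel cell line | Also added: NPY (25 nM), isoproterenol (1 µM), Ro 20-1724 (25 µM) | Compound: One concentration, 3.6 µM, in 0.4% DMSO | Schedule: 3 h dye uptake, 1 h room-temperature compound, 45 min post-isoproterenol | Signal: Membrane-potential fluorescent dye readout | Read-out: % inhibition of NPY effect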
Runt-CBFb FRET: blocks binding of human RUNX1 Runt domain to CBFb; inhibition, % at 20 µM; Q01196+Q13951; AID 1496; Cerulean-Runt/Venus-CBFb FRET ratio 530/480, 1 h; 220,000 tested, 0.46% active;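 active = inhibition over about 50% at 20 µM in the single-dose screen, limit read from the data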;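 also: 0% = DMSO wells and 100% = excess unlabeled CBFb competitor control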
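System: Cerulean-labeled Runt domain protein | Quantity: 100 nM of each labeled protein | Schedule: 1 h compound exposure, room temperature | Detection: Fluorescence energy transfer, 422 nm excitation, 530/480 nm emission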
Hck Nef HTS: blocks Nef-activated human Hck kinase; P08631; Recombinant Hck-YEEI plus Nef, Z-Lyte FRET kinase assay; inhibition, % at 20 µM; 220,000 tested, 0.68% active; AID 463187;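 active = Hck-Nef kinase inhibition above about 50%, limit read from the data; inactive = inhibition below that limit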;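 also: 0% = DMSO with Hck plus Nef and 100% = Hck alone without Nef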
* = called active by the depositor; · = not tested or not shown.

SMILES	p97 inhibitor	Runt-SMMHC FRET	RBBP9 inhibitor	MDM2 E3 inh	NPY2 pot ag	NPY-Y1 PAM-ag	NPY Y1 blocker	Runt-CBFb FRET	Hck Nef HTS
c1ccc(OCc2nnc3sc(C4COc5ccccc5O4)nn23)cc1 (centres undefined)	-2	3	-2	-7	-31	-15	6	30	4
O=C1CC(c2cc(Br)ccc2F)c2cc3c(cc2N1)CCC3 (centres undefined)	3	2	11	11	-2	11	-3	-2	0
Cc1sc2nc(CSc3cccc(C(F)(F)F)c3)[nH]c(=O)c2c1C	2	1	-7	-10	6	-25	6	0	-1
Cc1ccc(C(=O)COC(=O)CNS(=O)(=O)c2ccccc2)cc1[N+](=O)[O-]	-2	-1	-5	-3	4	-15	-5	-3	-1
O=C(CSc1ccc2nnc(-c3cccc(F)c3)n2n1)NCC1CCCO1 (centres undefined)	2	-1	-2	-4	-3	13	2	0	0
COc1ccc(NC(=O)COC(=O)CCCc2c[nH]c3ccccc23)cc1	-2	-1	-14	-23	-22	-11	12	1	-16
CC(=O)Nc1ccc(Nc2c([N+](=O)[O-])cc(S(C)(=O)=O)cc2[N+](=O)[O-])cc1	-1	-2	4	-12	13	29	-2	-2	0
CCN(CC)c1ncnc2c1ncn2Cc1c(Cl)cccc1Cl	-9	3	-10	18	-10	-29	3	-1	12
CC(=O)N/N=C/c1cc(C(C)(C)C)cc(/C=N/NC(C)=O)c1O	0	·	4	3	-6	16	2	·	5
Cc1cc(C)c2c(n1)nn1c(N3CCOCC3)cc(C)nc21	6	·	2	·	5	2	-3	·	59*
CC(=O)Nc1ccc(S(=O)(=O)Nc2ccc(NC(=O)c3ccco3)cc2)cc1	2	-6	-9	-15	5	3	12	2	0
CCCOc1cccc(-c2nc3ccccc3c(=O)o2)c1	3	-2	-3	-5	-9	8	-3	0	20
CN1CCN(S(=O)(=O)c2cccc(S(=O)(=O)c3ccc(Cl)c(Cl)c3)c2)CC1	4	1	3	-1	-13	-9	-2	·	7
CCc1ccc(N/C(N)=N/c2nc(CSc3ncccn3)cc(=O)[nH]2)cc1	-3	-4	2	0	-2	-5	-1	-8	17
CC1SC(=Nc2ccccc2)N(S(=O)(=O)c2ccccc2)C1=O (centres undefined)	-1	-1	-4	5	4	27	-2	-2	-25
Cc1ccc(CNC(=O)C2CC3Cn4c(nc5cc(C)c(C)cc54)C3N2C)o1 (centres undefined)	·	1	·	12	·	·	·	2	32
CC(=O)N1CCN=C1SCc1ccccc1Cl	3	-9	-6	-15	-3	0	-1	1	2
O=C(C[n+]1ccsc1)c1ccccc1	-1	3	-8	14	2	18	-6	2	4
COc1ccc(C(=O)CSc2nnc(CNc3ccc(C)cc3C)o2)cc1	3	-8	-11	-16	10	4	0	-4	10
Cc1c(C(=O)NCC(C)C)sc2nc(-c3ccc(F)cc3)cn12	-1	2	-6	-18	-6	-11	-2	0	0
COc1ccc(CC(=O)NCc2n[nH]c(=S)n2-c2ccccc2OC)cc1	9	6	-2	-9	2	-8	-1	0	19
O=C(CCC1CCCCC1)Nc1ccccc1-c1ccccc1	0	-4	1	-6	-15	-30	1	0	1
CC1(C)CC(=O)C=C(N2CCOCC2)C1	3	1	-9	-12	-4	12	-2	1	-9
CCOC(CNC(=O)Cn1nc(C)c2ccccc21)OCC	4	-2	-8	-5	11	28	-2	2	-1
COc1ccc(CNc2nc(-c3cccnc3)nn2C(C)=O)cc1	2	2	-7	-4	1	0	10	-1	30

Arranged by formula weight (falling): four of the compounds above.
SMILES	p97 inhibitor	Runt-SMMHC FRET	RBBP9 inhibitor	MDM2 E3 inh	NPY2 pot ag	NPY-Y1 PAM-ag	NPY Y1 blocker	Runt-CBFb FRET	Hck Nef HTS
CN1CCN(S(=O)(=O)c2cccc(S(=O)(=O)c3ccc(Cl)c(Cl)c3)c2)CC1	4	1	3	-1	-13	-9	-2	·	7
Cc1ccc(C(=O)COC(=O)CNS(=O)(=O)c2ccccc2)cc1[N+](=O)[O-]	-2	-1	-5	-3	4	-15	-5	-3	-1
COc1ccc(CC(=O)NCc2n[nH]c(=S)n2-c2ccccc2OC)cc1	9	6	-2	-9	2	-8	-1	0	19
CCOC(CNC(=O)Cn1nc(C)c2ccccc21)OCC	4	-2	-8	-5	11	28	-2	2	-1

More structures follow:
SMILES	p97 inhibitor	Runt-SMMHC FRET	RBBP9 inhibitor	MDM2 E3 inh	NPY2 pot ag	NPY-Y1 PAM-ag	NPY Y1 blocker	Runt-CBFb FRET	Hck Nef HTS
NC(=O)CSc1nc2sc3c(c2c2ncnn12)CCCC3	6	-3	1	1	-8	-9	2	-1	0
O=C(Cc1cccs1)Nc1ccon1	5	1	5	-6	-8	-9	11	-1	1
CCOC(=O)C1=C(C)NC(C)=C(C(=O)OC)C1c1ccco1 (centres undefined)	-15	3	-13	-7	0	5	·	-1	11
CC1CCCCC1NC(=O)c1ccc2c(c1)[nH]c(=O)n2C1CCCC1 (centres undefined)	-3	-2	-8	11	-6	-21	-3	-6	2
CCCCOC(=O)C1=C(C)NC2=C(C(=O)CCC2)C1c1cc(OC)ccc1OC (centres undefined)	4	23	-10	5	19	12	1	11	24
CC(=O)/C(C#N)=C1\NC(=O)C(Cc2ccc(C)c(Cl)c2)S1 (centres undefined)	5	-2	5	-2	-6	1	·	1	25
Cc1cc(N2CCN(C(c3ccccc3)c3ccccc3)CC2)n2ncnc2n1	8	-4	-4	-13	1	1	-4	-3	2
N#C/C(=C\c1ccc(N2CCOCC2)o1)C(=O)Nc1ccc(O)cc1	-1	-96	-4	-15	-7	0	-3	-36	43
Cc1cccnc1NC(=O)Cn1nc(C)c([N+](=O)[O-])c1C	-10	-2	-5	-13	-4	-3	-3	1	0
O=C1c2oc3ccc(F)cc3c(=O)c2C(c2ccccc2)N1CC1CCCO1 (centres undefined)	1	5	3	-4	-4	14	-3	0	2
O=C(Nc1c2c(nn1-c1ccc(F)cc1)CSC2)c1ccc(S(=O)(=O)N2CCOCC2)cc1	6	4	-15	-15	15	2	-5	-2	1
CCOC(=O)CSc1nc2sc3c(c2c(=O)n1C1CCCCC1)CCN(C)C3	3	7	-7	·	-15	-24	-2	-6	6
O=C(NCCC1=CCCCC1)c1cccc2c1C(=O)N(C1CCCCC1)C2	-2	-3	-3	-8	-24	4	4	-5	11
CCOC(=O)c1[nH]c2ccccc2c1NC(=O)C1CCCC1	·	1	·	-2	·	·	·	2	29
CCN(CC)CCCNc1nc2ccccc2[nH]1	0	0	-3	-18	-4	-4	30*	1	2
O=C(c1ccccc1C(=O)N1CCN(c2ccc(F)cc2)CC1)N1CCN(c2ccc(F)cc2)CC1	-8	0	-1	-13	-14	-22	8	-3	0
CC(C)n1cc(-c2nc(C(=O)NN)cs2)c(=O)n(Cc2ccccc2)c1=O	3	-1	-16	-13	-92	-8	·	3	7
CCOC(=O)CNS(=O)(=O)c1c(C)noc1C	4	4	-4	2	4	-29	-3	0	-1
CSc1ccccc1C(=O)N1CCc2ccccc2C1	2	-2	-3	0	6	-11	1	-2	16
CC(=O)OCCOCn1cnn2c(=O)c(Br)c(C)nc12	1	2	-2	·	1	8	·	1	27
CCOc1ccc2nc(SCC(=O)Nc3cccc(S(=O)(=O)NC4=NCCCCC4)c3)[nH]c2c1	3	-6	-2	-18	-7	-7	-2	0	10
CC1=C(C(=O)OCC2CCCO2)C(c2ccccc2)NC(=O)N1 (centres undefined)	3	-1	-2	-25	-4	2	-5	0	-1
Cn1c(=O)c2c(nc(SCC(=O)NCc3ccc4c(c3)OCO4)n2Cc2ccccc2)n(C)c1=O	0	3	-13	1	-7	-7	3	-2	0
CCCNC(=O)c1cc(-c2ccco2)on1	-4	3	-8	-31	2	-9	-2	-3	0
COc1ccccc1NC(=O)COc1ccc(Br)cc1CNC1CCCC1	-3	3	6	-26	-10	-20	21*	-1	-1
The list goes on.
SMILES	p97 inhibitor	Runt-SMMHC FRET	RBBP9 inhibitor	MDM2 E3 inh	NPY2 pot ag	NPY-Y1 PAM-ag	NPY Y1 blocker	Runt-CBFb FRET	Hck Nef HTS
CC(C)CCN1CCNC(=O)C1CC(=O)Nc1ccc(F)cc1 (centres undefined)	0	1	-4	-7	5	1	6	0	1
CCCCCn1c(SCC(=O)CC(=O)OCC)nc2cc(C(=O)N3CCC(C(N)=O)CC3)ccc2c1=O	-1	1	-7	-3	7	17	11	-2	21
CCCCOc1ccc(CNC(=O)NS(=O)(=O)c2ccc(OCC)cc2)cc1	-9	-2	-20	-7	-19	-19	-2	-2	-2
COc1ccc(C2=NN(C(C#N)c3ccc(OC)c(OC)c3)C(c3ccccc3)C2)cc1 (centres undefined)	-4	3	-5	-14	-12	-29	8	1	-21
Cc1[nH]nc(N=CC2=C(O)CC(C)(C)CC2=O)c1-c1ccccc1	5	6	-10	3	-2	-9	12	-2	2
CC(=O)Nc1ccc(Cc2ccncc2)cc1	1	-6	-1	-12	1	3	-2	1	0
CCC1(C)OCC(Cn2c3ccccc3c3ccccc32)O1 (centres undefined)	-2	0	4	·	6	-31	-1	-4	6
CCOCCCNCc1cccc(OC)c1	2	0	-1	-4	-5	-17	-4	1	0
Cc1nn(CCC(=O)NNC(=S)Nc2ccc(F)cc2)c(C)c1[N+](=O)[O-]	3	-2	-5	·	0	-22	1	5	5
CS(=O)(=O)NN1C(=O)c2ccccc2NC1c1cc2ccccc2nc1Cl (centres undefined)	2	2	-5	·	3	-2	-4	2	0
CCC1=NN(C(=O)C(=O)Nc2ccccc2OC)C(O)(C(F)(F)F)C1 (centres undefined)	2	4	6	-7	10	9	-3	1	-2
COC(C[C@H]1O[C@@H]1[C@H](O)COCc1ccccc1)OC	·	0	·	-8	·	·	·	0	14
Cc1nc(NC(=O)CN2CCOCC2)sc1-c1ccccc1	3	-46	-7	-15	0	6	2	-1	5
CCOC(=O)Nc1ccc(NC(=O)c2c(OC)cccc2OC)cc1	11	3	-6	-4	-6	0	3	-1	2
CC(C)C1N=C(c2ccc3c(c2)OCO3)CC(c2ccccc2O)N1 (centres undefined)	-1	-5	-9	-2	-10	-26	0	2	0
CCCn1c(N2CCN(Cc3ccc(Cl)cc3)CC2)nc2ccccc21	-1	0	-1	2	-12	-24	16	-4	18
COc1ccc(-c2nnc(SCC(=O)NCc3cccs3)n2C)cc1	-1	-1	-9	3	-2	9	-1	0	-4
C=CCn1c(Cn2nnc3ccccc32)nnc1SCC(=O)N/N=C/c1cc(Br)cc(OC)c1O	1	-48	3	-2	-3	10	-7	-2	10
Cc1cc(NCCN2CCOCC2)n2ncc(-c3ccccc3)c2n1	5	-35	12	13	-2	10	-1	0	1
